From PubChem
NPYLR7 agonist – mosquito NPYLR7 agonism | HEK293T NPYLR7/Galpha15, GCaMP6s calcium fluorescence | activation, % at 10 µM | 270,000 compounds, 0.15% hits; in the data active means activation above about 40%;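 further: 0% = vehicle and 100% = reference agonist at the receptor; some compounds past the cut are filed as inactive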
mcGAS lum – mouse cGAS inhibition by luminescence. Q8C6L5. recombinant cGAS, Kinase-Glo ATP depletion luminescence. inhibition, % at 12.5 µM. 160,000 compounds, 0.15% hits. AID 1259399;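 further: 0% = negative control wells and 100% = reference inhibitor with no enzyme activity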
hcGAS inh – human cGAS inhibition; Q8N884; recombinant h-cGAS, ATP depletion, Kinase-Glo luminescence; inhibition, % at 12.5 µM; 290,000 compounds, 0.081% hits;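 further: 0% = vehicle reaction and 100% = reaction without DNA for no activity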
Target sequence (Q8N884 whole entry, looked up): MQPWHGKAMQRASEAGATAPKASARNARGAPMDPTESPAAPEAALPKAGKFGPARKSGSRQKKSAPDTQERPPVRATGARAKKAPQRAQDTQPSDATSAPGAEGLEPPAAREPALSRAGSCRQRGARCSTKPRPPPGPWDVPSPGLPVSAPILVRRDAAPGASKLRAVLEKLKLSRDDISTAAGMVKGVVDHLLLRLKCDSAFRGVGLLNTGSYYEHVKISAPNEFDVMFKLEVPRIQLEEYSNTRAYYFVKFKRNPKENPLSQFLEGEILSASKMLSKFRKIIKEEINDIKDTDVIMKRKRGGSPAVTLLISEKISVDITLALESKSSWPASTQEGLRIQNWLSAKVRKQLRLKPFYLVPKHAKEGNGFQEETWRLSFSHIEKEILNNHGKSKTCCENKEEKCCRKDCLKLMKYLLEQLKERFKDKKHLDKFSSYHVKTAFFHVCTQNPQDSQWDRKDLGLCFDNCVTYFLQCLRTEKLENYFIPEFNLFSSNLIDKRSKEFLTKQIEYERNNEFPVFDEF
An asterisk follows results filed as active; . = no result given. Unless noted, no stated cut-off is given here; in the data, active means inhibition above about 40%; inactive means the rest. No enrichment for hits, and some 0.27% of all compounds hit somewhere here.

Start of the listing, in advance:
SMILES	NPYLR7 agonist	mcGAS lum	hcGAS inh
Nc1cccc2c1CN(C1CCC(=O)NC1=O)C2=O (stereo not given)	-15	.	0
CCN(CC)S(=O)(=O)c1cccc(C(=O)Nc2nnc(C(C)C)s2)c1	-6	.	5
CCOC(=O)c1nc2ccccc2nc1N1CCN(C(=O)C(Cl)(Cl)Cl)CC1	8	-3	-8
CC(CC(=O)Nc1ccc2c(c1)OCO2)n1ccnc1 (stereo not given)	2	-6	-8
O=C(Cn1nc2c(c1NC(=O)CC1CCCC1)CSC2)NCc1ccccc1	-1	-8	-7
O=C(c1ccc([N+](=O)[O-])cc1)N1CCCC(OCc2cccc(C(F)(F)F)c2)C1 (stereo not given)	-4	.	-2
CC(C)CC(=O)N(C)CCN1C(=O)CSC1c1ccc(C(F)(F)F)cc1 (stereo not given)	-6	-4	-8
O=C1C2CC=CCC2C(=O)N1CNc1ccccc1Cl (stereo not given)	1	.	4
CC(C)(C)CN1CCCC2(CCN(C(=O)c3ccc4n[nH]nc4c3)C2)C1=O (stereo not given)	0	-12	-7
c1cnc2c(-c3ccc(NC4CC4)nn3)cccc2c1	2	-13	-2
CC1CCN(C(=O)CN2CCN(c3ccccc3O)CC2)c2ccccc2S1 (stereo not given)	1	.	-9
O=C(O)CSc1cc(Cl)ccc1Cl	-2	.	2
COCCNC(=O)C1(C)CCCN(Cc2ccc(-c3ccccc3)o2)C1 (stereo not given)	1	.	-13
CCCCSc1nc2c(c(=O)[nH]1)C(c1ccc(C)cc1)C(C(=O)OC)C(C)=N2 (stereo not given)	-6	-4	-5
Cc1cc(NC(=O)c2ccco2)sc1C(=O)N1CCc2[nH]c3ccccc3c2C1	7	.	-4
Cc1ccc(-n2ncc3c(C)nnc(SCC(=O)NCc4ccco4)c32)cc1C	-11	-11	-9
COc1cn(CC(=O)Nc2ccc(C(C)=O)cc2)c(CSc2ncccn2)cc1=O	-7	-8	-10
COc1ccc(NC(=O)c2cc3c(=O)n(C)c(=O)n(C)c3n2Cc2ccccc2)cc1	2	-4	-1

All compounds of this part, previewed entries included:
SMILES	NPYLR7 agonist	mcGAS lum	hcGAS inh
Nc1cccc2c1CN(C1CCC(=O)NC1=O)C2=O (stereo not given)	-15	.	0
CCN(CC)S(=O)(=O)c1cccc(C(=O)Nc2nnc(C(C)C)s2)c1	-6	.	5
CCOC(=O)c1nc2ccccc2nc1N1CCN(C(=O)C(Cl)(Cl)Cl)CC1	8	-3	-8
CC(CC(=O)Nc1ccc2c(c1)OCO2)n1ccnc1 (stereo not given)	2	-6	-8
O=C(Cn1nc2c(c1NC(=O)CC1CCCC1)CSC2)NCc1ccccc1	-1	-8	-7
O=C(c1ccc([N+](=O)[O-])cc1)N1CCCC(OCc2cccc(C(F)(F)F)c2)C1 (stereo not given)	-4	.	-2
CC(C)CC(=O)N(C)CCN1C(=O)CSC1c1ccc(C(F)(F)F)cc1 (stereo not given)	-6	-4	-8
O=C1C2CC=CCC2C(=O)N1CNc1ccccc1Cl (stereo not given)	1	.	4
CC(C)(C)CN1CCCC2(CCN(C(=O)c3ccc4n[nH]nc4c3)C2)C1=O (stereo not given)	0	-12	-7
c1cnc2c(-c3ccc(NC4CC4)nn3)cccc2c1	2	-13	-2
CC1CCN(C(=O)CN2CCN(c3ccccc3O)CC2)c2ccccc2S1 (stereo not given)	1	.	-9
O=C(O)CSc1cc(Cl)ccc1Cl	-2	.	2
COCCNC(=O)C1(C)CCCN(Cc2ccc(-c3ccccc3)o2)C1 (stereo not given)	1	.	-13
CCCCSc1nc2c(c(=O)[nH]1)C(c1ccc(C)cc1)C(C(=O)OC)C(C)=N2 (stereo not given)	-6	-4	-5
Cc1cc(NC(=O)c2ccco2)sc1C(=O)N1CCc2[nH]c3ccccc3c2C1	7	.	-4
Cc1ccc(-n2ncc3c(C)nnc(SCC(=O)NCc4ccco4)c32)cc1C	-11	-11	-9
COc1cn(CC(=O)Nc2ccc(C(C)=O)cc2)c(CSc2ncccn2)cc1=O	-7	-8	-10
COc1ccc(NC(=O)c2cc3c(=O)n(C)c(=O)n(C)c3n2Cc2ccccc2)cc1	2	-4	-1
COCCCNC(=O)CCc1cc2c(n1-c1ccc3ncsc3c1)-c1ccc(OC)cc1CC2	3	-8	-3
COc1ccc(C(=O)C=C2C(=O)Nc3ccccc32)cc1	-10	.	-3
O=C(O)c1ccc(-c2ncnc3[nH]ccc23)s1	34	.	-4
CC1=C(C(=O)OC2CCCC2)C(c2ccc(Cl)cc2)NC(=O)N1C (stereo not given)	-1	-5	-8
Cn1cnc2cc(C(=O)Nc3ccn(CCS(C)(=O)=O)n3)ccc21	2	-14	-6
O=C(CCS(=O)(=O)c1ccccc1)N(Cc1cccnc1)c1nc2c(Cl)cccc2s1	-10	-7	-2
O=C(c1cnn2cc(CCO)cnc12)N1CCOC(C(F)(F)F)C1 (stereo not given)	3	-15	-5
CO[C@H]1CN(C(=O)c2cccc(S(C)(=O)=O)c2)CC[C@H]1N	8	-10	-8
Fc1ccccc1CSC1=NC2CCCCC2N1 (stereo not given)	-24	.	-3
COCCCN(CC(=O)N(Cc1ccccc1)Cc1sccc1C)C(=O)Nc1ccccc1C(F)(F)F	-5	-5	-5
COC(=O)c1cc(S(=O)(=O)NC2CCCCCC2)cn1C	5	.	-4
CC(C)N(CC(=O)Nc1cc(C(C)(C)C)nn1-c1ccccc1Cl)C(=O)Nc1ccc(Cl)c(Cl)c1	-2	-6	-7
COC(=O)c1ccc2c(c1)C(=O)/C(=C\c1cc(OC)ccc1OC)O2	-3	.	6
C[n+]1ccn2c3c(c4cc(C5CCCCC5)ccc42)CCCc31	-8	.	-2
CCC(=O)N1CCCCC1C(=O)Nc1nc(C)c(-c2ccccc2)s1 (stereo not given)	-1	-7	-9
CCc1cccc(NC(=O)N(CC(=O)N2CC(=O)N(c3ccc(Cl)cc3)C2)C2CC2)c1	3	-8	-3
CCOCCOc1nc(-c2ccc(OC)cc2)n(-c2cccc(NCC(O)Cc3ccccc3)c2)n1 (stereo not given)	-4	-5	-5
O=C1C2=C(Nc3[nH]c(=O)[nH]c(=O)c3C2c2ccc(Cl)cc2)c2ccccc21 (stereo not given)	2	.	-6
COc1ccc(Cl)cc1CN(C)Cc1ccn[nH]1	2	-8	-8
CC1CN(C(=O)CC2CSc3nc(C(C)C)cc(=O)n32)CC(C)O1 (stereo not given)	-4	.	-2
CCOC(=O)c1cc(-c2ccc(F)cc2)n(C2CCN(C(=O)c3ccc(Cl)cc3Cl)CC2)n1	4	-4	-1
CC(C)S(=O)(=O)c1csc(C(=O)N2CCN(Cc3cc(=O)c(OCc4cccc(F)c4)co3)CC2)c1Cl	16	-7	-8
O=C(c1sccc1S(=O)(=O)N1CCCC1)N1CCN(c2ccccn2)CC1	-1	.	-4
NC1=NN=C(c2ccccc2)CS1	2	.	-6
CCCC(=O)Nc1cccc(C2SCC(=O)N2c2ccc(C(F)(F)F)cc2)c1 (stereo not given)	-3	-4	-3
COc1cc(C(=O)Nc2nc(-c3ccc4c(c3)OCO4)cs2)cc(Cl)c1OC	5	-2	0
Cc1ccc2nc(-c3ccccn3)c(Nc3c(C)cccc3C)n2c1	-8	-6	-4
CCOC(=O)c1nnn(C(CC)C(=O)Nc2cc(Cl)ccc2C)c1C(=O)OCC (stereo not given)	-5	-6	-5
CCOC(=O)CN(C)C(=O)c1cn(Cc2ccc(F)cc2Cl)nn1	3	.	-7
Cc1c(F)cccc1C(=O)N1CCOC(c2ccccc2)C1 (stereo not given)	1	-6	-6
Cc1cc2nc(-c3cccs3)cc(C(=O)NCCC3CCCN3C)c2cc1C (stereo not given)	7	4	5
CCOC(=O)C1CCN(C(c2cccs2)C2Sc3nc(C)nn3C2=O)CC1 (stereo not given)	3	-6	-8

In the list so far, these contain a tert-butyl group.
SMILES	NPYLR7 agonist	mcGAS lum	hcGAS inh
CC(C)(C)CN1CCCC2(CCN(C(=O)c3ccc4n[nH]nc4c3)C2)C1=O (stereo not given)	0	-12	-7
CC(C)N(CC(=O)Nc1cc(C(C)(C)C)nn1-c1ccccc1Cl)C(=O)Nc1ccc(Cl)c(Cl)c1	-2	-6	-7

Other entries:
SMILES	NPYLR7 agonist	mcGAS lum	hcGAS inh
Cc1ccnc(SCc2cc(=O)c(OC(=O)/C=C/c3ccccc3)co2)n1	-15	3	-2
COc1cc(OC)c(OC)cc1CNC(=O)c1ccc(F)cc1F	13	-4	-5
O=c1c2nnn(Cc3ccc(Cl)cc3)c2ncn1Cc1ccccc1F	8	.	1
Cc1cccc(C)c1OCC(=O)N1CCCC(c2nc3ccccc3s2)C1 (stereo not given)	1	-7	1
O=C(c1cccs1)N1CCC(c2nc(-c3ccc(F)c(F)c3)no2)CC1	-2	-6	-5
CC(=O)Nc1ccc(-c2c(-c3cccc(C)c3)nn(-c3ccc(C)cc3C)c2OC(C)=O)cc1	-19	0	4
CS(=O)(=O)c1ccc(NC(=O)c2ccoc2)cc1F	-2	.	-2
CC(C)CCCC(C)NC(=O)c1cccc(S(=O)(=O)N2CC(C)OC(C)C2)c1 (stereo not given)	7	-10	-6
COc1cc2c(cc1OC)CN(Cn1nc(-c3cccs3)n(C3CC3)c1=S)CC2	16	.	-6
O=C(NC(c1ccccc1)c1ccc2ccccc2n1)C1CCN(CCCN2C(=O)C3CCCCC3C2=O)CC1 (stereo not given)	6	1	3
Cn1cc(CN2CCCC(C(=O)c3cccc(Cl)c3)C2)c(-c2ccccc2)n1 (stereo not given)	10	-9	-8
COC(=O)c1ccc(C(=O)N(CCN(C)C)c2nc3ccc(Br)cc3s2)cc1	-4	-8	-6
CC(C)c1cc(C(=O)N(C)CC2CCN(c3ccccc3)C2)no1 (stereo not given)	-5	-12	-4
COCC(C)NC(=O)C1CCN(c2cc(C)nc(-c3cccnc3)n2)CC1 (stereo not given)	7	.	-3
COc1ccc(-c2c(C#N)c(SCC(=O)OC(C)C)nc(C)c2C(=O)Nc2ccccc2)cc1	-1	.	-7
CC(NC(=O)Cn1cnc2c(cnn2C)c1=O)c1ccc2ccccc2c1 (stereo not given)	0	.	-5
O=C(CCc1ccc(Br)cc1F)N1CCCC1c1ccncc1 (stereo not given)	-1	5	0
COc1cccc(Nc2nc(C(=O)N3CCCC(C(=O)O)C3)cs2)c1 (stereo not given)	15	.	0
COC(=O)[C@@H]1C[C@@H](NC(=O)c2c(C)cc(C)[nH]c2=O)CN1C	3	-14	-5
CCOC(=O)C1CCCN(C(=O)c2cccc(Nc3c(Oc4ccccc4)cnn(Cc4ccccc4)c3=O)c2)C1 (stereo not given)	6	-4	-2
CC(C(=O)O)N1C(=O)CC(c2ccccc2)NC1=O (stereo not given)	.	-5	-8
O=C(CCn1c(=O)[nH]c(=O)c2ccccc21)NCCCCOc1ccc(F)cc1	-10	.	6
CO[C@H]1COC[C@@H]1NC(=O)c1ccc(CSc2ccccn2)cc1	7	.	1
CCN1CCCC1CNC(=O)c1ccc(-c2n[nH]c3c2CCc2cc(OC)ccc2-3)cc1 (stereo not given)	.	-3	-2
COC(=O)C1(NC(=O)c2ccc(S(=O)(=O)N3CCCCC3)cc2)CCCCC1	16	.	-8
COc1ccc(C=NN=C(N)N)c(OC)c1OC	5	.	-1
CCCCN(CC(=O)Nc1cc(C(C)(C)C)nn1-c1ccc(Cl)c(Cl)c1)C(=O)Nc1ccc(F)cc1F	0	-6	-3
COc1cccc(CN2CCN(Cc3ccc(F)cc3Cl)CC2CCO)c1 (stereo not given)	9	.	-11
O=C(Nc1nnc2ccccn12)C1CCN(S(=O)(=O)Cc2ccccc2)CC1	2	.	0
CCCn1nc(C)c(CNC(=O)C2(c3ccccc3F)CC2)c1C	26	-18	-5
Cc1cccc(Cn2c(=O)c(C(=O)NCc3ccccn3)nn(-c3ccc(C(C)C)cc3)c2=O)c1	-1	-5	-2
Cc1ccc(NC(C)(C(=O)NCC(C)(C)CO)c2ccccc2)cc1 (stereo not given)	-2	.	-4
